ASAP1 GAP inh – inhibitors of human ASAP1 ArfGAP activity, primary screen, biochemical, fluorescence polarization; AID 624377, 2012; inhibition, % at 16.5 µM; actives 0.19% (n = 360,000); ASAP1-stimulated ARF1 GTP hydrolysis, GDP FP detection; in the data active means inhibition above about 25%;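 further: 0% = vehicle with enzyme and substrate and 100% = no enzyme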
Target sequence (Q9ULH1 325-724 limits assumed): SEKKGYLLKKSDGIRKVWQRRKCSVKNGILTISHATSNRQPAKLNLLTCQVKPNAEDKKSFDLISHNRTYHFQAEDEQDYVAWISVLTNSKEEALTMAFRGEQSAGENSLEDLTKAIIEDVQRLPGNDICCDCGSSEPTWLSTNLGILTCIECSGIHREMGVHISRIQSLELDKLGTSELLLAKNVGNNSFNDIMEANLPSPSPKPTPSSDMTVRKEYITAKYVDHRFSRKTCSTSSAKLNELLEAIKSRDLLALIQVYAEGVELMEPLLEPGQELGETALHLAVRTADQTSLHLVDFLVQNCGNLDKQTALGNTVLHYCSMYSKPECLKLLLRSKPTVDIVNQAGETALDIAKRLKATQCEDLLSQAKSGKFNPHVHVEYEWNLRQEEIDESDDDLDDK
ARFGAP1 inhibitor – inhibitors of rat ARFGAP1 GAP activity, primary screen, biochemical, fluorescence polarization, GDP tracer | AID 651572, 2012 | ADP-ribosylation factor GTPase-activating protein 1 (Rattus norvegicus), Q62848 | inhibition, % at 16.5 µM | actives 0.26% (n = 360,000) | Arfgap1-stimulated ARF1 GTP hydrolysis, GDP FP detection;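 active means inhibition above a per-plate limit, mean inhibition of low control wells plus 3 SD, cut at about 25% in these data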;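 further: 0% = DMSO wells with enzyme and 100% = wells lacking Arfgap1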
Target sequence (Q62848 1-136 limits assumed): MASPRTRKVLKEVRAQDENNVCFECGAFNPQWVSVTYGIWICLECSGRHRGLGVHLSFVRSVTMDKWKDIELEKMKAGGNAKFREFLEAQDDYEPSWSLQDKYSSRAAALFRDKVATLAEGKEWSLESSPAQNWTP
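Material – truncated rat Arfgap1 GAP domain · Buffer or medium – HEPES-based buffer, pH 7.5 · Reagent – human ARF1(Δ1-17)-GTP substrate · Dosing – 16.5 µM single point, 1.26% DMSO · Schedule – GTP hydrolysis reaction 2 h at 25 °C · Technique – GDP detection by fluorescence polarization · Benchmarks – No-Arfgap1 wells (100%) versus DMSO full-reaction wells (0%) · Repeats – single replicate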
NPR1 activator – GC-A stimulated cGMP production enhancers – HEK293 GC-A cells, cGMP TR-FRET, EC30 ANP, primary screen; Atrial natriuretic peptide receptor 1 (Homo sapiens), P16066; activation, % at 10 µM; 0% at EC30 ANP, 100% saturating ANP; actives 0.14% (n = 370,000); in the data active means activation above about 40%
Tn6 DDE FP – inhibitors of Tn6 peptide binding to fibrin DD(E), primary screen, biochemical, fluorescence polarization, human fibrin, Tn6 probe | actives 0.21% (n = 370,000) | Fibrin DD(E) TRITC-Tn6 fluorescence polarization displacement | inhibition, % at 8.3 µM | Fibrinogen beta chain (Homo sapiens), P02675;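 active means inhibition above a per-campaign cutoff: mean of compounds within control limits plus 3 SD, cut at about 15% in these data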;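 further: 0% = median of all compound wells on the plate and 100% = blocking peptide control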
sPLA2-III inh – human group III sPLA2 inhibitors, primary screen, biochemical, QFRET, BODIPY PC-A2 liposome substrate | actives 0.56% (n = 370,000) | inhibition, % at 12.2 µM | QFRET BODIPY PC-A2 liposome hydrolysis, fluorescence | AID 743126, 2013;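 active means inhibition above mean plus 3 SD of compounds lying within the high and low control bounds, cut at about 19% in these data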;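 further: 0% = median of test compound wells and 100% = no enzyme DMSO wells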
Target sequence (Q9NZ20 whole entry, looked up): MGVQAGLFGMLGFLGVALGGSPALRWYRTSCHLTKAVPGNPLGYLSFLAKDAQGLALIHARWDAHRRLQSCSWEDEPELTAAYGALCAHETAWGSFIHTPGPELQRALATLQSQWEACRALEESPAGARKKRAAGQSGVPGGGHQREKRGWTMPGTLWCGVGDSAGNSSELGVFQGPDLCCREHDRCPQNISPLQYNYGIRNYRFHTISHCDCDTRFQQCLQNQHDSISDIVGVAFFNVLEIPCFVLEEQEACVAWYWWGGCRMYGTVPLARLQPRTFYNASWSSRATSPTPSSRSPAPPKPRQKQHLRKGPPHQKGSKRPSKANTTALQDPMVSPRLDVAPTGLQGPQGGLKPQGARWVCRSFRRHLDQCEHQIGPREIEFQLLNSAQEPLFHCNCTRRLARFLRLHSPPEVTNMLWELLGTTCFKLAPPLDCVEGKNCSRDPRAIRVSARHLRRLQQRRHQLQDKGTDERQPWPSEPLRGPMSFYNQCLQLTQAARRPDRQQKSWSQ
ADAM10 inh – human ADAM10 inhibitors, primary screen, biochemical, QFRET, HTS; recombinant ADAM10, EDANS/DABCYL FRET peptide cleavage, 3 h; inhibition, % at 7 µM; actives 0.62% (n = 370,000); Disintegrin and metalloproteinase domain-containing protein 10 (Homo sapiens), O14672;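 active means inhibition above a per-campaign cutoff equal to the mean of compounds falling between control-based bounds plus 3 SD, cut at about 20% in these data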;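 further: 0% = DMSO wells while the 100% control is not disclosed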
GC-B act – human GC-B receptor activators, primary screen, HEK293 GC-B cells, cGMP TR-FRET, EC30 CNP; 0% at EC30 CNP, 100% saturating CNP; activation, % at 10 µM; actives 0.11% (n = 370,000); AID 1920062, 2024;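 active means activation at 10 µM reaching about 35% in either raw or pattern-adjusted values, limit read from the data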
rCAG RNA binder – binders of r(CAG) RNA repeats, primary screen, biochemical, fluorescence | r(CAG) RNA repeat, TO-PRO-1 dye displacement fluorescence | actives 1.3% (n = 370,000) | inhibition, % at 3 µM | AID 651821, 2012;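 active means inhibition above the plate cutoff, the mean of all test compounds on that plate plus 3 SD, cut at about 35% in these data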;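 further: 0% = DMSO alone and 100% = 100 µM mitoxantrone as full dye displacement; higher means more dye released from RNA so lower well fluorescence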
proKLK7 act – proKLK7 zymogen activators, primary screen, biochemical, fluorescence intensity; purified proKLK7, EDANS-DABCYL substrate fluorescence; 100% is mature enzyme control, 0% vehicle; activation, % at 7 µM; actives 0.9% (n = 370,000); AID 652039, 2013;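 active means activation above the mean of all tested compounds plus 3 SD, computed per campaign excluding outliers beyond control limits, cut at about 13% in these data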
FXN GAA850 act – FXN promoter activators, primary screen, cell-based, luciferase luminescence, HEK293 lucGAA850. HEK293 lucGAA850 FXN promoter luciferase reporter, 24 h; percent of 10 µM SAHA response. activation, % at 6 µM. actives 0.56% (n = 360,000). AID 540364, 2011;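 active means activation above the average of all compounds screened plus 3 SD, cutoff fixed separately per campaign, cut at about 7.5% in these data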;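 further: 0% = DMSO wells and 100% = 10 µM SAHA wells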
Starred values were filed as active, the others as inactive.

Every second line gives: ASAP1 GAP inh, ARFGAP1 inhibitor, NPR1 activator, Tn6 DDE FP, sPLA2-III inh, ADAM10 inh, GC-B act, rCAG RNA binder, proKLK7 act, FXN GAA850 act
1: COc1ccc(OC)c(NC(=O)c2ccc(NC3=NC4CS(=O)(=O)CC4S3)cc2)c1 (stereo not drawn)
→ -1, 7, 1, -12, 6, -8, 2, 8, -0.1, -1.2
2: COc1cc2c(cc1Cl)C(=O)C(F)(c1ccccc1)C(=O)N2 (stereo not drawn)
→ 4, -1, -9, 3, -16, -3, -12, 5, -0.5, 0.6
3: Cc1cccc(C(=O)Nc2cccc(C(=O)N/N=C/c3ccncc3)c2)c1
→ 8, 3, 0, -1, 0, -2, -3, -2, -0.5, 2.1
4: O=C1NC2(CCCCC2)N=C1c1ccc(Br)cc1
→ 4, -7, 8, -5, -1, 6, 0, 1, 0.0, 3.3
5: COCCn1c(N)c(C(=S)NC(=O)c2cccs2)c(=O)[nH]c1=O
→ 9, -3, 2, 1, 3, 0, -5, 3, 0.8, 0.6
6: CCOC(=O)/C(C#N)=C/N=c1ccc(C)cn1C
→ -7, 10, 2, -6, 11, -4, 2, -1, 1.5, 3.1
7: C[C@H](CO)N1C[C@H](C)[C@@H](CN(C)Cc2ccc(C(=O)O)cc2)Oc2ncc(-c3ccc(C(=O)N(C)C)cc3)cc2C1=O
→ 2, -2, 1, 0, 9, -12, 2, 6, 0.6, 1.0
8: CCOC(=O)c1c(C)n(-c2ccc(C)cc2)c2ccc(OCC(O)CNCCCO)cc12 (stereo not drawn)
→ 5, 11, 4, 9, -16, 2, -12, 10, 0.6, 3.6
9: Cc1ccc(-c2nnn(CC(=O)N(CC(=O)NC3CCCC3)c3ccc(F)c(Cl)c3)n2)o1
→ -4, 12, -4, 4, 5, 9, -1, 2, -0.4, -3.6
10: Cc1nn(-c2ccccc2)c2c1C(O)CC(C)(C)C2 (stereo not drawn)
→ -5, -2, 4, 11, 1, -5, 1, 0, -0.4, -0.6
11: O=C(c1nn(-c2ccccc2)c(=O)c2ccccc12)N1CCN(c2ccccn2)CC1
→ 5, 6, -4, 3, 1, -2, -1, -3, 0.4, 1.4
12: COC(=O)c1ccc(NC(=S)NC2CC(C)(C)NC(C)(C)C2)cc1
→ 2, 4, -1, 6, 11, -3, -4, 7, 0.1, 0.0
13: CCOC(=O)/C(N)=C/c1ncc(C(F)(F)F)cc1Cl
→ -7, -8, -3, 4, 7, 4, 0, -4, 0.2, -0.3
14: CN(C)Cc1nc2ccccc2c(=O)n1CC#N
→ -3, 1, -4, -1, 2, 3, -6, 1, 0.4, 2.0
15: O=C(NCc1ccc(F)c(F)c1)c1cccc2c(-c3cccnc3)coc12
→ 16, 12, 4, 0, -14, 1, 1, 3, -0.5, 0.5

New compounds follow:
Every second line gives: ASAP1 GAP inh, ARFGAP1 inhibitor, NPR1 activator, Tn6 DDE FP, sPLA2-III inh, ADAM10 inh, GC-B act, rCAG RNA binder, proKLK7 act, FXN GAA850 act
16: O=C(COC(=O)c1cccc(F)c1)Nc1cccnc1Cl
→ -7, -2, 3, 8, -3, 4, 6, 0, 0.2, -0.7
17: COc1cccc(C(NC(C)=O)c2nc(-c3cccc(C#N)c3)cs2)c1 (stereo not drawn)
→ -3, 0, -5, 0, -4, 8, -4, 1, -0.3, 0.3
18: CC1CCCC(O)(C(C(=O)O)c2ccccc2)C1 (stereo not drawn)
→ 8, -8, -2, -1, -7, 5, 2, 0, 0.3, -0.3
19: CC(=O)Nc1ccc(S(=O)(=O)NCc2cn3c(C)csc3n2)cc1
→ 4, -1, 2, -2, 0, -5, -3, -2, -0.3, 1.3
20: COc1ccc(C(=O)COC(=O)c2cccs2)cc1
→ -2, -5, 4, 7, -4, 3, 1, 1, -1.0, 5.2
21: CCOC(=O)N1CCC(NC(=O)c2cc3c(C)nc4ccccc4c3o2)CC1
→ -7, -5, 1, 3, 1, -7, 2, -2, 0.6, -1.8
22: CCOCCCNS(=O)(=O)c1cc2[nH]c3c(c2cc1C)C(=O)CC(C)(C)C3
→ 0, 3, -5, -2, -5, -5, 3, -5, -0.2, -0.8
23: CC(=O)C1=NN(c2ccc(Cl)cc2)C(c2ccc3c(c2)OCO3)N(C(C)=O)N1C (stereo not drawn)
→ 1, 5, -5, 4, -5, 12, -8, -4, 0.2, -0.6
24: CCOc1ccc(N(C(=O)/C=C/C(=O)Nc2cc(C)on2)C(C(=O)NC2CCCC2)c2ccccc2C)cc1 (stereo not drawn)
→ -10, -1, 4, 8, -9, -2, 7, -4, 0.0, -1.5
25: Cc1n[nH]c(=O)nc1NCCc1ccccc1
→ 8, -2, 3, 4, 1, -1, 0, 0, -0.4, 0.6
26: NC(=S)n1[nH]c(-c2ccc([N+](=O)[O-])cc2)c(N=Nc2cccc(Cl)c2)c1=O
→ -3, 6, 5, -3, -4, 4, -1, 18, -1.0, -1.0
27: COc1ccc(S(=O)(=O)Nc2c(NC3CCCCC3)c3ccccc3oc2=O)cc1
→ -8, -4, -8, 7, -16, -2, -1, 1, -0.4, -1.8
28: O=C(NNc1ccc(F)cc1F)c1c(F)cccc1Cl
→ -3, -2, 8, -3, 10, 0, 4, -2, 0.3, -0.9
29: COCCNC(=O)CC(=O)N/N=C/c1ccc(C(=O)OC)cc1
→ 1, 3, -5, -2, -5, 0, -5, -1, 0.4, -1.1
30: COCc1cc(C)nc(SCC[N+](C)(C)CC(=O)c2ccc(Br)cc2)c1C#N
→ 3, 6, 6, 5, -3, -1, 0, 8, 0.3, -0.3

31	CCOC(=O)N1CCC(NS(=O)(=O)c2ccc3c(c2)oc(=O)n3C)CC1
32	Cc1ccc(NC(=O)CSc2nc3[nH]ncc3c(=O)[nH]2)cc1Cl
33	CCOc1ccc(Nc2ccc(N)c(S(=O)(=O)O)c2)cc1
34	COc1ccc(NC(=O)CN(C)C(=O)Cn2cnc3c2c(=O)n(C)c(=O)n3C)cc1
35	COc1cccc(-c2cc(NC=O)c3ncc(-c4cc(OC)c(OC)c(OC)c4)n3c2)c1
36	CC(=O)OCC1=C(C(=O)O)N2C(=O)C(NC(=O)COc3ccc(F)cc3)C2SC1 (stereo not drawn)

Compound | 31 | 32 | 33 | 34 | 35 | 36
ASAP1 GAP inh | 6 | 5 | 10 | -3 | 16 | 0
ARFGAP1 inhibitor | -11 | -2 | -17 | 2 | 0 | -12
NPR1 activator | 2 | 0 | -7 | 2 | 7 | 2
Tn6 DDE FP | -1 | -2 | 22* | -2 | -6 | -1
sPLA2-III inh | 2 | -9 | 3 | 10 | 7 | -1
ADAM10 inh | 8 | -5 | -3 | -4 | -25 | -15
GC-B act | -3 | -1 | -18 | 0 | 10 | -5
rCAG RNA binder | -1 | 10 | 55* | -3 | 11 | 21
proKLK7 act | -0.2 | 0.1 | -0.1 | 0.5 | -0.6 | 0.5
FXN GAA850 act | 1.9 | 1.1 | -0.9 | 3.0 | 2.3 | 1.7

Some of these compounds in order of number of heavy atoms, high to low:
34	COc1ccc(NC(=O)CN(C)C(=O)Cn2cnc3c2c(=O)n(C)c(=O)n3C)cc1
36	CC(=O)OCC1=C(C(=O)O)N2C(=O)C(NC(=O)COc3ccc(F)cc3)C2SC1 (stereo not drawn)
30	COCc1cc(C)nc(SCC[N+](C)(C)CC(=O)c2ccc(Br)cc2)c1C#N
32	Cc1ccc(NC(=O)CSc2nc3[nH]ncc3c(=O)[nH]2)cc1Cl

Compound | 34 | 36 | 30 | 32
ASAP1 GAP inh | -3 | 0 | 3 | 5
ARFGAP1 inhibitor | 2 | -12 | 6 | -2
NPR1 activator | 2 | 2 | 6 | 0
Tn6 DDE FP | -2 | -1 | 5 | -2
sPLA2-III inh | 10 | -1 | -3 | -9
ADAM10 inh | -4 | -15 | -1 | -5
GC-B act | 0 | -5 | 0 | -1
rCAG RNA binder | -3 | 21 | 8 | 10
proKLK7 act | 0.5 | 0.5 | 0.3 | 0.1
FXN GAA850 act | 3.0 | 1.7 | -0.3 | 1.1

(cont.)
37	O=C(CN1C(=O)NC2(CCCC2)C1=O)NNC(=O)c1ccccc1
38	CCOc1ccc(N/C(SCc2cccc([N+](=O)[O-])c2)=C(/C#N)C(N)=O)cc1
39	N#Cc1cc2ccccc2nc1SCC(=O)NC1CC1
40	Cn1cccc1-c1nc2ccc(NC(=O)c3cccs3)cc2[nH]1
41	CC(=O)NC(c1ccc(F)c(F)c1)c1nc(-c2cccc(C(=O)O)c2)cs1 (stereo not drawn)
42	CC(=O)Nc1ccc(NC(=O)COC(=O)COc2ccc3ccccc3c2)cc1

Compound | 37 | 38 | 39 | 40 | 41 | 42
ASAP1 GAP inh | -7 | 4 | -5 | -1 | -3 | -3
ARFGAP1 inhibitor | -13 | 7 | 6 | 6 | -1 | -3
NPR1 activator | 3 | 0 | 3 | 5 | 3 | 2
Tn6 DDE FP | 3 | -8 | -3 | 6 | -1 | 7
sPLA2-III inh | 2 | -14 | 1 | -6 | -10 | -9
ADAM10 inh | 6 | 5 | -6 | -3 | -35 | -4
GC-B act | 0 | -6 | 6 | 12 | 3 | -2
rCAG RNA binder | 1 | 2 | 1 | 5 | 7 | 5
proKLK7 act | -0.3 | 0.2 | -1.5 | 0.3 | 6.5 | -0.4
FXN GAA850 act | 1.1 | -1.2 | 3.7 | 3.3 | 3.5 | 1.7

43	CCOc1ccc(CNC(=S)NCc2ccc(OCC)cc2)cc1
44	CCCCOc1ccccc1NC(=O)c1ccc(=O)[nH]c1
45	O=S(=O)(Nc1ccccc1O)c1cccc2cccnc12
46	CNCCC=C1c2ccccc2CCc2ccccc21

Compound | 43 | 44 | 45 | 46
ASAP1 GAP inh | 10 | 4 | 3 | -1
ARFGAP1 inhibitor | -4 | 0 | -9 | -8
NPR1 activator | -1 | -1 | -1 | -27
Tn6 DDE FP | 9 | -11 | 7 | -4
sPLA2-III inh | 9 | -1 | -5 | 12
ADAM10 inh | -4 | 3 | -1 | -2
GC-B act | 4 | 0 | -1 | -17
rCAG RNA binder | -2 | 0 | 6 | 11
proKLK7 act | -0.2 | -0.3 | 1.0 | -0.4
FXN GAA850 act | -0.5 | -0.1 | 0.6 | 1.1

High-throughput results as filed in PubChem.
